mcGAS MS inh: inhibitors of mouse cGAS | inhibition, % at 12.5 µM | 130,000 compounds, 0.18% hits | AID 1259397 | recombinant mouse cGAS, cGAMP by RapidFire MS;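 active = inhibition of cGAS enzyme activity at or above 60%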;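 note: enzyme stimulated by 45 bp dsDNA with ATP and GTP substrates; cGAMP share of summed cGAMP plus half ATP and half GTP signals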
Target sequence (Q8C6L5 whole entry, looked up): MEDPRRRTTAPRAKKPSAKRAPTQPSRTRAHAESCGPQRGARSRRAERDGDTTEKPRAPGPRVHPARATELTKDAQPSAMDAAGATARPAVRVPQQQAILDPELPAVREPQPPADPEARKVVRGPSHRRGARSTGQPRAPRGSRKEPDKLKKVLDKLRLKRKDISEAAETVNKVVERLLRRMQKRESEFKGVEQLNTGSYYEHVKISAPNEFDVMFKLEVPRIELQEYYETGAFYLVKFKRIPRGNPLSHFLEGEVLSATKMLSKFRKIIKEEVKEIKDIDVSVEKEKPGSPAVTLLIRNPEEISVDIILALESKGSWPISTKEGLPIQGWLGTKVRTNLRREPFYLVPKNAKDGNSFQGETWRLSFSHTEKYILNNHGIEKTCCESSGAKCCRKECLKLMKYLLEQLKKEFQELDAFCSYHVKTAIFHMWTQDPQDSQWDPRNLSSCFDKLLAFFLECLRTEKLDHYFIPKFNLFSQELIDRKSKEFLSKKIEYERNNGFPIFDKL
Starred values were filed as active, the others as inactive; & = joins results of further samples. A portion of the library. The share of hits here may be higher or lower than overall.

SMILES | mcGAS MS inh
COc1ccc(-c2nc(CC(=O)N3CCN(C(=O)C(C)C)CC3)cs2)cc1OC | -30.5
CCCCn1c(N2CCN(Cc3ccccc3)CC2)nc2c1c(=O)[nH]c(=O)n2C | -3.0
Cc1ccccc1-c1ccc(=O)n(CC(N)=O)n1 | -5.4
COC(=O)C1=C(C)NC(=S)NC1c1ccccc1F (stereo unspecified) | -14.8
c1ccc(N2CCN(c3ccccc3)C2c2cccnc2)cc1 | -6.7
COc1ccc(NC(C)=O)cc1NCCOc1ccc(C(C)C)c(C)c1 | 7.7
Cc1nc(CCN)cc(N2CC3C[C@@H]4CC2C[C@H](C3)C4)n1 | 9.0
CC(C)N(CC1CC1)C(=O)c1ccccc1N1CCC(=O)NC1=O | -13.2
Cc1cc(C)n(-c2ccccc2NC(=O)N(C)CC2COc3ccccc3O2)n1 (stereo unspecified) | 8.3
CC(C)C(NS(=O)(=O)c1ccccc1)C(=O)N1CCN(c2cccc(Cl)c2)CC1 (stereo unspecified) | 60.2*
O=c1c(N=Nc2ccc(N=Nc3ccccc3)cc2)c(-c2ccccc2)[nH]n1-c1ccccc1 | 22.3
Cn1c(=O)n(Cc2ccccc2Cl)c(=O)c2c1nc1n2CCN1c1ccccc1 | -3.3
CCn1cncc1CNc1nc(-c2ccncc2)nc2c1CCNC2 | -3.4
CC1(C)Cc2cccc(CNCC(C)(C)N3CCS(=O)CC3)c2O1 | -9.8
O=C(CNC1(c2ccccc2)CC1)NCC(F)(F)F | -24.3
Cc1ccc(-c2c(F)cccc2OC(C)C)nn1 | -25.8
COc1ccccc1N(CCC(N)=O)C(=O)/C=C/c1cccc(F)c1 | 4.5
Cc1ccccc1OCC(O)C(=O)N1CCc2c(nc[nH]c2=O)C1 (stereo unspecified) | -10.9
Cc1cccnc1CN1CCN(Cc2cccc(OC3CCCC3)c2)CC1 | -14.5
CCC(C)NC(=O)CN1CCN(CN2CCSC(C)C2=O)CC1 (stereo unspecified) | -22.4
CN1CCN2CCN(C(=O)c3ncoc3C3CC3)CC2C1=O (stereo unspecified) | -20.7
Cc1nccn1CCCC(=O)N1CCc2c(nc(-c3cccnc3)[nH]c2=O)C1 | -7.3
N#CCC(=O)Nc1nccs1 | 7.8
CN(Cc1nc(-c2ccccc2)no1)C1CCOCC1 | -4.5
CCC(C(=O)N(C)Cc1ccc(C(=O)OC)cc1)c1c(C)noc1C (stereo unspecified) | -1.6
C#CCn1c(=NC(=O)C2=COCCO2)sc2ccccc21 | -3.9
O=C(NCCCCCCNC(=O)ON=C1CCCCC1)ON=C1CCCCC1 | -14.1
CC(NC(=O)CN1C(=O)c2cc(Cl)c(Cl)cc2C1=O)C1CC1 (stereo unspecified) | -8.4
COc1ncccc1CNc1nc(C(F)(F)F)ccc1C#N | -5.1
COc1ccccc1C(O)c1ncc(-c2ccc(Cl)cc2)[nH]1 (stereo unspecified) | -4.9
Cc1nc(/C=C/C(=O)Nc2ccc(CN3CCSCC3)cc2C)cs1 | -4.0
Cc1ccc(-n2ncc(C(=O)N3CCN(CCO)CC3)c2N)cc1C | -1.4
O=C(O)c1cc(Cl)ccc1Oc1ccc(F)cc1 | -1.6
CC(OC(=O)C1CC=CCC1C(=O)NCc1ccccc1)C(Cl)=C(Cl)Cl (stereo unspecified) | 2.3
CCN(Cc1nc2cc(Cl)ccc2c(=O)[nH]1)C(=O)COc1c(C)cc(Br)cc1Cl | -2.3
Cc1nnc(SC(C)C(=O)NC2CCCCC2C)s1 (stereo unspecified) | 5.0
COc1ccc(Oc2ccc(CNCc3ccc(C)s3)cn2)cc1 | 10.0
Cc1nc(C(=O)N(C)C(C)c2ccccn2)nn1-c1ccccc1Cl (stereo unspecified) | -1.5
COCC1CN(Cc2cc(F)cc(Br)c2)CCO1 (stereo unspecified) | -8.7
CNC(=O)N(C1=NCC(C)S1)C1CCCCC1 (stereo unspecified) | -4.0
Cc1ccc(SCC(=O)Nc2nc(C)c(Cl)cc2Cl)c(C)c1 | 4.3
CN(Cc1ccncn1)C(=O)CC(c1cccc(O)c1)c1cccc(Cl)c1 (stereo unspecified) | -7.8
CN(CC(=O)N1c2ccccc2NC(=O)C1(C)C)C1CCCc2ccccc21 (stereo unspecified) | -4.0
CCc1noc(CN2CCC(C(C)NC(=O)OC(C)(C)C)CC2)n1 (stereo unspecified) | -9.4
O=C(c1ccco1)N1CCN(C(=O)c2ccc(Br)o2)CC1 | -5.1
CC(c1ccccc1)c1ccc(O)cc1 (stereo unspecified) | -18.1
CCc1ccc[n+](-c2nc3ccccc3nc2C(C#N)C#N)c1 | 0.7
CN(C)C=Nn1cnc2ccccc2c1=O | -14.7
COc1ccc(CCN2C(=O)O[C@@H]3CN(CC(=O)O)C[C@@H]32)cc1 | -27.2
CC(C)=CCc1c2c(c3occ(-c4ccc(O)c(O)c4)c(=O)c3c1O)C=CC(C)(C)O2 | -10.0
CCn1cc(S(=O)(=O)NCc2cnn3ccccc23)c(C)n1 | -9.5
O=S(=O)(Nc1ccccc1)c1ccc(S(=O)(=O)N2CCCC2)cc1 | -13.5
CS(=O)(=O)c1ccc(NCCN)c([N+](=O)[O-])c1 | -3.7
CCC(CC)NC(=O)N1CCn2cccc2C1c1ccccc1F (stereo unspecified) | -7.5
O=c1c2cnc(N3CCOCC3)nc2ccn1Cc1cccnc1 | -7.6
Cn1ncc2c(N3CCCN(C(=O)c4ccco4)CC3)nc(C(C)(C)C)nc21 | -28.8
COC(=O)C1(C(F)(F)F)N=C(N2CCCC2)OC(N2CCCC2)=N1 | 9.5
N#CCN1CCC(CNC(=O)Nc2nc(-c3cccnc3)cs2)CC1 | -0.2
COc1cc(Cl)c(NC(=O)Cn2cnc3scc(-c4cccs4)c3c2=O)cc1OC | -2.3
COc1cc(CN2CCCC(CNC(=O)c3cc(C)on3)C2)ccc1F (stereo unspecified) | -10.0&-2.6

7 compounds out of the list above, arranged by their value in mcGAS MS inh, high to low.
SMILES | mcGAS MS inh
Cc1nc(CCN)cc(N2CC3C[C@@H]4CC2C[C@H](C3)C4)n1 | 9.0
Cc1nnc(SC(C)C(=O)NC2CCCCC2C)s1 (stereo unspecified) | 5.0
COc1ccccc1N(CCC(N)=O)C(=O)/C=C/c1cccc(F)c1 | 4.5
CNC(=O)N(C1=NCC(C)S1)C1CCCCC1 (stereo unspecified) | -4.0
CC1(C)Cc2cccc(CNCC(C)(C)N3CCS(=O)CC3)c2O1 | -9.8
Cc1cccnc1CN1CCN(Cc2cccc(OC3CCCC3)c2)CC1 | -14.5
Cc1ccc(-c2c(F)cccc2OC(C)C)nn1 | -25.8

(list continues)
SMILES | mcGAS MS inh
C=CCONC(=O)c1ccc(OC(CCN(C)C)c2ccc(OC)cc2)cc1 (stereo unspecified) | -12.3
COC(=O)CN1CCN(CC(=O)c2c(N)n(C)c(=O)n(C)c2=O)CC1 | -3.7
CCc1nnc(NC(=O)c2ccc(CN3CCCC3)cc2)s1 | 8.8
O=C(O)c1ccc(NC2=CC(=O)N(CCO)C2=O)cc1 | -13.4
O=C(NCc1nnc2n1CCC2)C1CC1c1cccc(F)c1 (stereo unspecified) | -7.4
Oc1ccc2oc(SCCOCCOCCOCCSc3cc4cc(O)ccc4o3)cc2c1 | -1.0
O=C(O)c1cc(=O)c2ccccc2[nH]1 | -5.9
CC(C)N=c1ccccn1C(=O)CN1CCSC1=O | 23.0
CC(=O)N[C@@H]1C[C@H](CC(C)C)O[C@H](c2c(C)nc3ccc(Cl)cn23)C1 | 12.1
Cc1noc(C)c1CN1CCC(c2n[nH]c(=O)n2-c2ccccc2)CC1 | -6.3
CCN1CCC(Nc2cncc(-n3nc(C)cc3C)n2)CC1 | -9.3
Nc1ccc([N+](=O)[O-])c(C(F)(F)F)c1 | 3.7
Cc1cccc(N2CCN(CCNc3cncc(Cl)n3)CC2)c1 | 11.9
O=C(NCCNc1ncc(F)c(N2CCCC2)n1)c1cccnc1 | -14.8
OCCN1CCN(CC2CC3C=CC2C3)CC1 (stereo unspecified) | -1.6
Cc1ccc(NC(=O)COc2ccc3c(=O)ccoc3c2)cc1 | 15.1
CCn1ncnc1C(C)NC(=O)c1cc(-n2cccn2)ccc1Cl (stereo unspecified) | -26.5
Cc1cc(C)c2c(=O)[nH]c(SCc3nnc(-c4ccc(Cl)cc4)o3)nc2n1 | -4.8
CN(CCC#N)C(=O)CSc1ncnc2c1cnn2-c1ccccc1 | -6.5
COc1ccc(OC)c(C2CC(c3ccc(C)c(C)c3)=NN2C(=O)CN2CCN(c3ccccc3F)CC2)c1 (stereo unspecified) | -4.8

Records listed above marked active in mcGAS MS inh:
SMILES | mcGAS MS inh
CC(C)C(NS(=O)(=O)c1ccccc1)C(=O)N1CCN(c2cccc(Cl)c2)CC1 (stereo unspecified) | 60.2*

New compounds follow
SMILES | mcGAS MS inh
C=C(C)COc1cccc(C(=O)NCCc2n[nH]c3c2CCCC3)c1 | -23.0
Cc1ccc(C2CCCN2S(=O)(=O)CCOC(C)C)s1 (stereo unspecified) | -4.8
O=S(=O)(c1cccc(Cl)c1Cl)N1C[C@@H]2[C@H](C1)[C@H]1CC[C@@H]2O1 | -40.0
O=C(COc1ccccc1F)Nn1cnc2c(cnn2-c2ccc(F)cc2)c1=O | -6.6
O=C(Nc1ccc2sccc2c1)c1coc2ccccc2c1=O | -3.1
O=C(Nc1cccc(-c2cc3ccccc3[nH]2)c1)C1CCCN(C2CCSCC2)C1 (stereo unspecified) | 1.7
COC(=O)COc1cccc(NC(=O)Cc2ccc3c(c2)CCC3)c1 | 13.4
Cc1nc2c(N(C)Cc3cnn(-c4ccccc4C)c3)ncnc2o1 | -10.0
CC(C)Cc1cc(C(=O)N2CCOC(C(F)(F)F)C2)n(C)n1 (stereo unspecified) | -22.3
Cc1c(C#N)c(Cl)nc(C(C)C)c1C#N | -15.4
CCN(CC)C(=O)c1cc(C(C)(C)C)n2nc(C)nc2n1 | -7.1
Cc1ccc(NC(=O)C(C)NCCCc2c(C)n[nH]c2C)cc1 (stereo unspecified) | -10.3
CCN(Cc1ccccn1)C(=O)c1ccccc1OC1CCC1 | 1.4
CCn1cnnc1CN(C)C(=O)c1cc2c(cc1OC)CCC2 | -9.6
CC(C)(COC(=O)CN1CCCC1)COC(=O)CN1CCCC1 | -7.7
CCCC1=NN2C(=N)/C(=C/c3ccc(N(C)C)cc3)C(=O)N=C2S1 | -4.5
CCOCCn1c(SCC(=O)O)nc2c1c(=O)[nH]c(=O)n2C | 3.0
CC(C)CN(Cc1cc2c(cc1Br)OCCO2)C1CC1 | -5.0
CC(C(=O)NCc1ccco1)N1CCN(S(=O)(=O)c2ccc3c(c2)CCC3)CC1 (stereo unspecified) | -8.2
Cc1ccc(-c2nc3c(sc4ncccc43)c(=O)o2)cc1 | 1.4
CCOC(=O)N1CCN(Cc2ccc(OC)c(OCC(O)CN3CCCCC3)c2)CC1 (stereo unspecified) | -4.7
CCSc1nnc(NC(=O)c2cccc(C(F)(F)F)c2)s1 | -9.2
CCc1cccc(C(=O)O)c1O | 10.2
c1cncc(-c2nc(NC3CCCCC3)c3c4c(sc3n2)CCC4)c1 | -0.5
COc1ccccc1OCCCOc1ccc(C)cc1Br | -8.1
CNS(=O)(=O)c1cc(C(=O)N2CCN(C)CC2C)cc(C)c1C (stereo unspecified) | -13.7
COc1cc(/C=C2\SC(NC(C)=O)=NC2=O)cc2sc(=O)oc12 | 23.5
COCn1nc(-c2ccc(Cl)cc2Cl)oc1=S | -14.1
C=C(C)Cn1c(SC(C)CC)nc2c1c(=O)[nH]c(=O)n2C (stereo unspecified) | -6.1
O=C(CSc1ncc2ccccn12)Nc1ccc2c(c1)OCO2 | -2.3
O=C(Oc1nsnc1N1CCOCC1)N1CCCCC1 | -7.2
NC(=O)c1ccnc(NCc2ccc(Br)cc2F)c1 | 14.5
CCOC(=O)C1(C)CCN1C(=O)c1ccc(OC)cc1 (stereo unspecified) | 6.9
Cc1cc(C(=O)NNC(=O)NCCc2ccccc2)c(C)o1 | -4.0
COc1cccc(-c2n[nH]c(=O)c3nc(C)sc23)c1 | 0.3
CN(Cc1cc(-c2cccnc2)no1)Cc1cccc2c1OCO2 | -7.2
Cc1occc1C(=O)NNS(=O)(=O)c1ccc(OC(F)(F)F)cc1 | -3.8
C=CCN(c1ccccc1Cl)S(=O)(=O)c1cc(C(=O)O)ccc1Cl | -7.0
COc1ccc(C(=O)Oc2ccc3oc4c(c3c2)CCCC4)cc1OC | -0.3
O=C(Nc1ccc(Oc2ccccc2F)cc1)C1CCN(C(=O)C2CC23CCC3)CC1 (stereo unspecified) | -1.1
COc1c(F)ccc(-c2nc(C(C)C)nn2-c2ccccn2)c1F | 6.2
Cc1cccc(NC(=O)CSc2nc3[nH]ncc3c(=O)[nH]2)c1C | -4.7
Cc1ccc(Cn2nnc3c(=O)n(C/C=C/c4ccccc4)cnc32)cc1 | 3.1
CNc1ncc(C(=O)N2CCCC(CCc3ccccc3C)C2)cn1 (stereo unspecified) | 4.2
CCc1ccc(C2=Nc3nnnn3C(c3ccc(Br)cc3)C2)cc1 (stereo unspecified) | -6.5
Cc1occc1C(=O)NCc1ccc(OC(C)C)cc1 | 2.0
CCN(CC(=O)NC(C)C)C(=O)c1cc(Cl)cc(Cl)c1 | 36.7
CCCC(NC(=O)CCc1ccccn1)c1ccc(F)cc1F (stereo unspecified) | 5.7
Cc1ccc(N(CCC(=O)NCC(C)C)S(=O)(=O)c2ccccc2)cc1 | -2.9
Cc1c(C(=O)NCc2snnc2C(C)C)sc2ncn(C)c(=O)c12 | -20.3
N#Cc1ccc(NCCNc2ncccc2C#N)c(F)c1 | -7.3
CN(CC(=O)Nc1c(Cl)cccc1Cl)S(=O)(=O)c1ccsc1C(=O)O | 9.1
O=C(CN1C(=O)C(=O)N(CCC2=CCCCC2)C1=O)c1ccc(Cl)s1 | -7.2
O=C(NN1CCOCC1)C1CC1c1cc(Cl)cc(Cl)c1 (stereo unspecified) | -1.2
O=C1NC2=C(C(=O)OC2)C(c2ccccc2)N1 (stereo unspecified) | -15.1
Cc1ccc(S(=O)(=O)NC(=O)C2(C)CCN2C(=O)c2ccc(C(F)(F)F)nc2C)cc1 (stereo unspecified) | -18.3

Screening results (PubChem)
